Bioassay records from PubChem.
STAT3 blocker: STAT3 signaling inhibition | inhibition, % at 5.5 µM | U3A cells, IL-6 STAT3-luciferase reporter, luminescence; host cell line lacks STAT1 | 0.89% of 190,000 active;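 active = inhibition above the mean inhibition across all screened compounds plus 3 SD, cut at about 44% in these data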;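 also: 0% = DMSO only wells and 100% = 100 µM nifuroxazide control wells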
STAT3 act: STAT3 signaling activation; 0.91% of 190,000 active; U3A cells, IL-6 STAT3-luciferase reporter, luminescence; 100% = signal with IL-6 EC80 alone; activation (% of control), % at 5.6 µM;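 active = activation above the screen-wide mean of compound activation plus 3 SD, cut at about 130% in these data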;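 also: 0% = background luminescence of wells with medium and substrate only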
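Material: STAT3-luciferase reporter U3A cells. Controls: IL-6-treated wells, 100% activation. Read-out: % activation versus median of IL-6-stimulated wells. Probe or stimulus: IL-6 stimulus at 33 ng/mL final. Timing: compound 1 h, then IL-6 6 h at 37 °C. Signal: reporter luminescence signal.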
APP 5'UTR act: APP 5'UTR luciferase reporter activation; SH-SY5Y APP 5'UTR luciferase reporter, luminescence; zero percent = DMSO vehicle wells; activation, % at 2 µM; 1% of 190,000 active; AID 1276;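 active = activation above a set limit, based on mean plus 3 SD of controls, cut at about 140% in these data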; also: values of inactives mirror those of a sister screen read the other way
FLuc inh counter: counter-screen for luciferase assay inhibitors: firefly luciferase inhibition; 1.5% of 200,000 active; ATPLite firefly luciferase biochemical luminescence, 10 min; P08659; inhibition, % at 10 µM;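 active = inhibition above about 50% when tested at 10 µM, limit read from the data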
Target sequence (P08659 whole entry, looked up): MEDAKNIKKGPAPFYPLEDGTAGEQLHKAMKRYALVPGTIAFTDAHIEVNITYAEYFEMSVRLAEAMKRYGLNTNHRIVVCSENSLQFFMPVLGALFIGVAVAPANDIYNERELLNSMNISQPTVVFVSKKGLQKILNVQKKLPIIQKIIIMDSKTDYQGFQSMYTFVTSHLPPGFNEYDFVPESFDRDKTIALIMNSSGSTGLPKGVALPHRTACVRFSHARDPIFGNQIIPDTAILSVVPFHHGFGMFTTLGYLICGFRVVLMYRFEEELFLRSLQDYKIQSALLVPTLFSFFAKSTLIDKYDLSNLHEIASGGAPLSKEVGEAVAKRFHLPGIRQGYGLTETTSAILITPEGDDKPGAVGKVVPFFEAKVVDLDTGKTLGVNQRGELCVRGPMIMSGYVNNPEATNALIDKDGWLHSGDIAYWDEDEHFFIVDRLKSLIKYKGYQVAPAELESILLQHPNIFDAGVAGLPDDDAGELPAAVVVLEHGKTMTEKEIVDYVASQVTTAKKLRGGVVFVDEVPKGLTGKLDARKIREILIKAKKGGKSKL
Hsp70 activator: Hsp70 transcriptional activation, primary screen; HeLa Hsp70 promoter luciferase reporter, luminescence; scaled: vehicle 0, proteasome-inhibitor control 100%; activation, % at 10 µM; 0.04% of 200,000 active; AID 1203;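 active = activation above the mean across all tested compounds plus 3 SD, cutoff set per campaign, cut at about 5.5% in these data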;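 also: 100% = MG132 at 30 µM as the positive control and 0% = DMSO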
STAT1 activator: STAT1 signaling activation | NIH 3T3 STAT1-luciferase reporter, IFN-gamma, luminescence; 100% = IFN-gamma alone, no compound | AID 932 | activation (% of control), % at 5.5 µM | 2.6% of 200,000 active;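 active = activation above the screen-wide mean activation plus 3 SD, cut at about 130% in these data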;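 also: raw ratio to IFN-gamma control signal so 100% means no change and 0% no light; values of inactives mirror those of a sister screen read the other way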
STAT1 blocker: inhibitors of IFN-gamma induced STAT1 signaling; NIH 3T3 STAT1-luciferase reporter, luminescence; inhibition, % at 5.5 µM; 0.35% of 200,000 active; AID 920;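 active = inhibition above a set limit, the mean inhibition across all tested compounds plus 3 SD, cut at about 34% in these data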;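 also: 0% = IFN-gamma with DMSO and 100% = IFN-gamma with 300 µM nifuroxazide; values of inactives mirror those of a sister screen read the other way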
NF-kB neuron act: NF-kB expression increase, human neuronal cells; NF-kB reporter expression; active compounds read high; fold change at 12.5 µM; 1.6% of 190,000 active; AID 1239; in the data active = fold change above about 3.3
RAM network inh: inhibitors of the yeast RAM network; S. cerevisiae dse1pr::URA3 reporter, 5-FOA growth OD615, 2 d; analog-sensitive cbk1-as2 kinase mutant strain; inhibition, % at 50 µM; 1.8% of 190,000 active;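 active = inhibition above a set limit, 3 SD over mean compound inhibition, cut at about 8.4% in these data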;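 also: 0% = DMSO-only wells with no growth and 100% = 10 µM 1-NA-PP1 full growth; inhibition rescues growth on 5-FOA so higher OD means more RAM inhibition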
APP transl inh: APP translation inhibition; SH-SY5Y APP 5'UTR-luciferase reporter, luminescence; inhibition, % at 2 µM; 0.82% of 190,000 active; AID 1285;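 active = inhibition above a set limit, derived from the sample mean plus 3 SD, cut at about 45% in these data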; also: values of inactives mirror those of a sister screen read the other way
Active calls of the source: *.

SMILES	STAT3 blocker	STAT3 act	APP 5'UTR act	FLuc inh counter	Hsp70 activator	STAT1 activator	STAT1 blocker	NF-kB neuron act	RAM network inh	APP transl inh
O=C(O)CSc1nnc(CNc2ccc(Cl)cc2)n1Cc1ccccc1	2.7	102.9	4.0	-3.1	-0.2	99.2	0.9	1.31	1.8	-4.0
O=C(OCCNC(=O)c1cc2ccccc2oc1=O)c1cccnc1	5.9	101.4	7.9	-7.3	-0.7	101.8	-2.0	0.92	1.7	-7.9
O=C(Nc1ccccc1C(=O)O)c1ccc(Br)c(S(=O)(=O)NCc2ccccc2)c1	7.1	98.8	-8.5	4.7	-0.3	52.5	50.6*	1.03	10.7*	8.5
COc1cccc(NC(=O)c2cc([N+](=O)[O-])ccc2NCc2cccnc2)c1	-5.3	104.6	24.0	-1.8	-0.3	98.0	2.3	1.13	2.6	-24.0
Cc1cccc(N2CC3=C(C2=O)C(c2ccccc2)NC(=O)N3C)c1 (stereo not drawn)	0.1	105.5	12.1	-5.7	0.2	109.6	-9.6	1.13	-0.3	-12.1
O=C(O)c1ccc(N/N=C/c2cn(-c3ccccc3)nc2-c2cccs2)cc1	1.0	102.3	140.0*	92.2*	0.0	103.3	-5.5	6.86*	3.5	-140.0
CC(C)(O)C#Cc1ccc(CN2CCN(Cc3ccccc3)C(CCO)C2)s1 (stereo not drawn)	4.8	100.2	11.2	-1.1	0.1	95.8	2.9	0.98	-0.4	-11.2
O=C(COc1ccccc1)NCC(=O)N/N=C/c1cc(Br)ccc1OCc1ccccc1	1.7	98.8	2.8	-0.8	0.1	96.8	3.6	0.7	2.8	-2.8
Cc1noc(/C=C/N(C)C)c1S(=O)(=O)N1CCCC(C(=O)N2CCCCC2)C1 (stereo not drawn)	12.3	94.0	8.1	-3.9	-0.2	101.7	-1.9	0.94	0.1	-8.1
COc1ccc(NC(=O)COC(=O)[C@@H](NC(=O)c2c(F)cccc2F)C(C)C)cc1	-3.9	104.9	3.9	1.3	-0.1	92.6	6.5	1.27	-0.8	-3.9
Cc1ccc2c(c1)NC(=O)C(CC(=O)NCCCN1CCCC1)O2 (stereo not drawn)	5.3	102.8	-18.9	-10.1	-0.2	102.6	-2.9	1.02	0.2	18.9
O=C(CN1C(=O)c2ccccc2C1=O)N1CCOCC1	7.7	101.0	8.2	-4.6	0.0	106.9	-7.6	1	0.7	-8.2
COc1ccc(-c2nnc(SCC(=O)NC(=O)NCc3ccccc3)o2)cc1	2.9	102.5	15.6	-1.7	0.0	102.2	-2.4	1	5.6	-15.6
N#Cc1cc2c(nc1SCC1COc3ccccc3O1)CCC2 (stereo not drawn)	-11.4	110.4	44.9	-2.5	1.3	115.3	-16.9	2.28	7.3	-44.9
CCOC(=O)c1[nH]c2ccc(OC)cc2c1NC(=O)CCN1CCSCC1	22.1	83.6	-10.7	-2.9	-0.1	98.5	1.6	1.26	0.4	10.7
O=C(CCN1C(=O)CSC1=O)Nc1ccccc1	6.3	99.5	-5.7	-2.3	0.3	100.2	-0.3	1.01	2.0	5.7
O=C(c1ccco1)N1CCC(c2nc(-c3ccccc3Cl)no2)CC1	9.3	95.4	2.4	2.4	-0.2	100.6	-0.7	1.21	2.8	-2.4
Cc1cccc(N2CC(C(=O)Nc3nnc(SCC(=O)Nc4cc(C)on4)s3)CC2=O)c1 (stereo not drawn)	-7.3	108.3	-8.2	-8.9	-0.4	107.8	-8.7	1.06	1.7	8.2
CCOc1ccc(C(=O)NCc2ccncc2)cc1OCC	0.5	103.2	5.0	-3.0	-0.3	98.8	1.4	0.93	1.7	-5.0
Cc1ccnc(NS(=O)(=O)c2ccc(NC(=O)c3ccc(S(=O)(=O)N4CCCC4)cc3)cc2)n1	6.2	99.5	-0.3	-8.7	0.2	107.8	-11.0	0.9	5.7	0.3
O=C(Cc1ccc(S(=O)(=O)N2CCOCC2)s1)Nc1ccccc1N1CCOCC1	2.0	100.0	0.4	-10.0	-0.2	71.4	29.5	0.9	4.3	-0.4
Cc1ccc(NC(=O)CSc2nnc(-c3ccco3)c(-c3ccco3)n2)cc1	-7.2	106.8	-31.3	9.4	0.5	103.2	-3.5	1.47	1.3	31.3
CCN(CC(=O)NCc1cccs1)c1ccc(S(=O)(=O)N2CCCC2)cn1	-4.8	105.1	10.9	3.5	-0.3	101.8	-3.4	1.39	1.8	-10.9
CCCCn1c(CCNC(=O)c2cccs2)nc2ccccc21	8.1	94.4	2.9	4.9	-0.1	91.6	5.7	1.34	0.3	-2.9
Cc1cc(C)c2c(CC(=O)Nc3nccs3)coc2c1	2.3	101.2	18.1	-1.8	-0.4	94.0	6.5	1.08	2.3	-18.1

The closing three compounds of the part above are carried over, then new ones follow:
SMILES	STAT3 blocker	STAT3 act	APP 5'UTR act	FLuc inh counter	Hsp70 activator	STAT1 activator	STAT1 blocker	NF-kB neuron act	RAM network inh	APP transl inh
CCN(CC(=O)NCc1cccs1)c1ccc(S(=O)(=O)N2CCCC2)cn1	-4.8	105.1	10.9	3.5	-0.3	101.8	-3.4	1.39	1.8	-10.9
CCCCn1c(CCNC(=O)c2cccs2)nc2ccccc21	8.1	94.4	2.9	4.9	-0.1	91.6	5.7	1.34	0.3	-2.9
Cc1cc(C)c2c(CC(=O)Nc3nccs3)coc2c1	2.3	101.2	18.1	-1.8	-0.4	94.0	6.5	1.08	2.3	-18.1
O=C(NCCc1ccccc1)C(=Cc1ccc(C(=O)O)cc1)C(=O)NCCc1ccccc1	6.7	96.3	-0.3	-4.3	-0.2	95.2	4.7	1.02	-0.5	0.3
COc1ccc(NC(=O)CSc2nnc3c4c(nc(-c5ccccc5)n23)CC(C)(C)OC4)cc1	-6.7	108.1	-10.0	-0.7	-0.3	103.0	-3.4	1.03	2.9	10.0
O=C1C(Oc2ccc(Cl)cc2)C(c2ccc3c(c2)OCO3)N1CC1CCCO1 (stereo not drawn)	0.8	101.3	-8.1	-1.0	-0.1	95.7	2.8	0.99	2.8	8.1
O=C(Nc1cnc2ccccc2c1)N1CCOCC1	0.7	103.9	13.8	-1.5	-0.3	111.6	-12.7	1.69	1.0	-13.8
Cc1cc(N2CCN(C)CC2)nc2ccc(NC(=O)CCC(=O)NCc3ccco3)cc12	8.2	95.6	7.6	-2.8	0.2	99.9	0.1	1.17	0.3	-7.6
COc1ccccc1-n1c(N)cc(=O)nc1SCC(=O)Nc1cc(C)on1	-3.0	108.4	-8.6	0.6	-0.1	105.5	-8.2	1.25	1.1	8.6
CN(N)c1nc(C(F)(F)F)nc2ccccc12	11.6	97.7	-16.1	-2.4	-0.2	98.0	2.3	1	2.5	16.1
CC1(C)CC(=O)C(C=Nc2ccc(N)cc2)=C(O)C1	6.1	99.6	1.6	3.3	-0.1	115.9	-20.1	1.5	0.7	-1.6
Cc1c(CCOC(=O)C23CC4CC(CC(C)(C4)C2)C3)sc[n+]1CC(=O)c1ccccc1	-1.0	104.8	21.3	-7.2	-0.3	83.7	16.1	1.04	-1.0	-21.3
COc1ccc2c(OC)c3ccoc3nc2c1OC	17.3	87.2	-5.7	8.2	0.2	96.4	2.7	1.48	0.8	5.7
COCCCNc1nc2ccccc2[nH]c1=O	8.9	94.4	7.3	5.8	-0.4	103.2	-5.2	1.02	1.0	-7.3
CCOC(=O)c1nnn(CC(=O)N2N=C(c3ccc(Cl)cc3)CC2c2ccc(OC)cc2)c1C(=O)OCC (stereo not drawn)	-10.0	111.1	-35.2	-4.7	-0.4	110.1	-10.5	1.11	6.1	35.2
Cc1cc(C)nc(SCCC(=O)N(C)C)n1	-0.1	101.7	1.7	-2.6	-0.1	98.4	1.8	1.01	0.1	-1.7
COc1cccc(C(=O)N(Cc2ccco2)Cc2cc3cccc(C)c3[nH]c2=O)c1	18.0	87.7	3.9	-5.8	-0.2	91.8	9.1	0.71	2.6	-3.9
O=C(c1ccc(S(=O)(=O)N2CCOCC2)cc1)N1CCN(c2ccc(F)cc2)CC1	6.6	96.5	-13.2	-8.1	-0.3	85.9	15.4	0.86	-0.8	13.2
Cc1c(NC(=O)c2ccc(-c3ccc([N+](=O)[O-])cc3Cl)o2)c(=O)n(-c2ccccc2)n1C	32.3	76.2	-23.5	-4.0	-0.3	98.6	1.4	0.96	1.1	23.5
CCc1cccc(CC)c1NC(=S)Nc1ccccc1	1.9	109.2	-20.2	-6.9	0.0	88.6	11.6	0.9	-1.7	20.2
CC(NC(=O)COc1cccc(Br)c1)C(=O)O (stereo not drawn)	-1.9	103.9	-3.4	-6.5	-0.3	102.7	-2.9	1.05	0.4	3.4
Cc1ccc2c(c1)sc1nc(=O)n(-c3ccc(Cl)c(Cl)c3)c(=O)n12	0.5	103.8	3.9	4.6	0.1	93.5	7.1	1.18	5.1	-3.9
COc1ccc(C(=O)N[C@H](C(=O)Nc2ccc(OC)nc2)C(C)C)cc1	10.5	91.2	-0.6	1.4	-0.1	113.2	-11.1	1.5	-0.6	0.6
O=C(CCN1C(=O)c2cccc3cccc(c23)C1=O)Nc1ccon1	21.8	84.0	-0.2	5.3	-0.3	112.1	-15.3	1.21	1.9	0.2
Cc1ccsc1C(=O)OCC(=O)NCc1ccc2c(c1)OCO2	0.1	105.5	6.1	3.3	0.1	105.5	-5.3	1.33	4.4	-6.1
CC(C)n1c(-c2ccncc2)n[nH]c1=S	4.6	99.3	10.8	-5.7	-0.3	98.2	0.0	1.08	0.1	-10.8
O=C(CCC1CCCN(C(=O)c2ccc3[nH]ccc3c2)C1)N1CCN(c2ccccn2)CC1 (stereo not drawn)	9.6	93.8	5.9	-4.1	-0.1	87.7	11.6	0.81	1.0	-5.9
COc1ccccc1CN(Cc1cc2cc3c(cc2[nH]c1=O)OCCO3)Cc1nnnn1Cc1ccco1	0.0	102.8	14.9	-4.9	-0.1	104.7	-5.2	1.16	2.8	-14.9
SMILES	STAT3 blocker	STAT3 act	APP 5'UTR act	FLuc inh counter	Hsp70 activator	STAT1 activator	STAT1 blocker	NF-kB neuron act	RAM network inh	APP transl inh
Cc1[nH]nc(Nc2ccccc2)c1[N+](=O)[O-]	13.5	94.9	11.6	1.9	0.2	104.5	-5.0	2.02	3.0	-11.6
COCCn1nnnc1CN1CCOCC1	-0.2	100.4	-0.5	-6.0	-0.2	97.0	3.3	1.24	0.4	0.5
O=C(NCCCN=C1NS(=O)(=O)c2ccccc21)c1ccncc1	3.7	103.4	23.1	-2.5	-0.1	98.3	1.8	1.7	2.4	-23.1
CCN(CC(=O)Nc1ccc2c(c1)OCCO2)CC(=O)Nc1ccc2c(c1)OCO2	1.4	106.7	10.8	-6.0	0.0	102.0	-4.3	1.12	0.5	-10.8
Cc1cc(C)n2c(SCc3nnc(-c4cccs4)o3)nnc2n1	-2.3	109.0	-5.7	3.3	-0.3	101.4	-3.0	1.08	3.5	5.7
O=C(Nc1cccc(C(=O)N2CCN(c3cccc(Cl)c3)CC2)c1)c1ccccc1	29.0	82.7	23.0	-4.4	-0.3	89.8	10.4	0.66	4.4	-23.0
O=C(Cc1ccc(Nc2nc(=S)[nH]c3ccccc23)cc1)NC1CCCCC1	1.4	103.8	-17.9	1.6	-0.2	100.4	-0.8	1.06	2.3	17.9
COCCn1nc2cc(C(=O)NCC34CC5CC(CC(C5)C3)C4)ccc2c1OC	-4.0	110.2	10.9	-0.6	-0.4	102.5	-2.7	1.04	0.5	-10.9
